Source: PubChem BioAssay (several laboratories)
phage Ecoli inh: E. coli growth loss with phage present; growth absorbance; inhibition, % at 11.9 µM; 0.26% of 360,000 active; AID 651602; in the data active means inhibition above about 11%
Mot1-301 SUMO: blocks SUMOylation pathway, rescuing yeast Mot1-301 growth | S. cerevisiae Mot1-301 growth rescue, ATP luminescence, 38.5C; percent above DMSO median, 100 means doubled | 1% of 320,000 active | growth rescue, % at 18.8 µM;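 active means every valid replicate shows activation above 250% relative to neutral control wells; inactive means the rest, any valid replicate at or below 250%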;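 further: OY570 slx delta 5 strain wells were the positive control but not used for scaling; some compounds called inactive have numbers as strong as hits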
DSG3 Ab inh: blocks pemphigus antibody binding to human desmoglein-3. P32926. DSG3-coupled beads, scFv-anti-DSG3-GFP binding, flow cytometry; hits give low values. binding (percent of control), % at 10 µM. 0.48% of 310,000 active. AID 588358;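 active means binding more than 3 SD below its plate's average and above zero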;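 further: hits lower antibody fragment binding to DSG3; some compounds called inactive have numbers as strong as hits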
Target sequence (P32926 whole entry, looked up, the tested form may be a part): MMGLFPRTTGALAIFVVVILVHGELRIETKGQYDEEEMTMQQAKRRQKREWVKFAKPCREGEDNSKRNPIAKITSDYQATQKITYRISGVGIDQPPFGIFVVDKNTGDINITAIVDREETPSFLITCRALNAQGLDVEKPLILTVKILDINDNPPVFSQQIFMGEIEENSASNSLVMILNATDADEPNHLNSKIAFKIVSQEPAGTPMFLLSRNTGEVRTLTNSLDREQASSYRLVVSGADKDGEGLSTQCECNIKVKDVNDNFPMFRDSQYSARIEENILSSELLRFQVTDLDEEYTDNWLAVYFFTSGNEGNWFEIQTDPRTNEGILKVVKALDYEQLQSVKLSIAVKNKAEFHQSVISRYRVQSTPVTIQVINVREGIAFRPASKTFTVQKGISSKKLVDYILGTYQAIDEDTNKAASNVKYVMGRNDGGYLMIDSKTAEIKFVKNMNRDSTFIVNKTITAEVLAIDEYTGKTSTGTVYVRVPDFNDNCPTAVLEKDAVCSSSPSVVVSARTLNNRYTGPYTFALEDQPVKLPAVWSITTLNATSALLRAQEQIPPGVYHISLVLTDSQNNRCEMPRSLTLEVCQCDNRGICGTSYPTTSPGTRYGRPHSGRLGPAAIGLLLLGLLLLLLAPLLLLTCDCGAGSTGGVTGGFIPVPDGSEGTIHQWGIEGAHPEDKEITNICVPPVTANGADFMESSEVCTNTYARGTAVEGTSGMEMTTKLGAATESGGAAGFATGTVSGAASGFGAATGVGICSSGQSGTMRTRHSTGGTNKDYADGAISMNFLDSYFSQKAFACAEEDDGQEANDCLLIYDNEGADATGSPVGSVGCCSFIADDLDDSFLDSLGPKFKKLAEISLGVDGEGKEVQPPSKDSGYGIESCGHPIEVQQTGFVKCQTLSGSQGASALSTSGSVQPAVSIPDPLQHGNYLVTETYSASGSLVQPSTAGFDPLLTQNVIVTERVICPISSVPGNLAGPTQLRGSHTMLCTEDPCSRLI
AddAB inh: less growth of phage-infected E. coli with AddAB; E. coli expressing H. pylori AddAB, absorbance growth; inhibition, % at 11.9 µM; 0.29% of 330,000 active; in the data active means inhibition above about 12%;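 further: 0% = vehicle wells of infected cells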
PfHsp90 set2: reduces growth (ATP signal) of yeast expressing P. falciparum Hsp90 | S. cerevisiae expressing PfHsp90, BacTiter-Glo ATP, 48 h; yeast lacking PDR1 and PDR3 efflux regulators | inhibition, % at 9.4 µM | 0.32% of 310,000 active;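 active means every replicate shows inhibition above about 80%, whatever the replicate mean, limit read from the data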;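 further: 0% = DMSO neutral controls and 100% = 20 µM radicicol positive controls; yeast relying on Plasmodium falciparum Hsp90 in place of its own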
PKA-R1A activ: PKA-R1A complex activation | P00514+P68181 | PKA-R1A dissociation, Cy5-IP20 fluorescence polarization; scaled: DMSO 0%, 113 µM cGMP 100% | activation, % at 11.4 µM | 0.083% of 340,000 active;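 active means percent activation above the mean of all tested compounds plus 3 SD, cut at about 19% in these data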;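 further: higher means more PKAc released from R1A so a rise in polarization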
Ecoli viability: bacterial growth inhibition, counter-screen for AddAB inhibitors | E. coli V3065 growth, OD600 absorbance, 18 h | inhibition, % at 11.9 µM | 0.27% of 330,000 active;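 active means inhibition above the campaign's mean inhibition across all tested compounds plus 3 SD, cut at about 9.9% in these data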;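 further: uninfected addAB+ strain grown without phage in ampicillin broth; 0% = DMSO wells and 100% = ciprofloxacin 0.95 µg/ml wells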
OPRM1-OPRD1 inv: mu-delta opioid heterodimer inverse agonism | AID 504357 | P35372+P41143 | cell-based MOR-DOR heterodimer luminescence | inhibition, % at 9.3 µM | 0.21% of 340,000 active; in the data active means inhibition above about 22%, passing the limit was not always enough;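 further: 0% = cells with DMSO and 100% = wells without cells with DMSO; values of inactives mirror those of a sister screen read the other way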
Arrestin-AP2 inh: inhibitors of human beta-arrestin and AP2 interaction; FITC-arrestin peptide / GST-AP2 beads, flow cytometry; AP2 beta2 appendage carries R879A mutation; 0.31% of 340,000 active; AID 504490; inhibition, % at 10 µM;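 active means inhibition above a set limit, near 3 SD of compounds lacking own fluorescence, cut at about 54% in these data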;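 further: plate controls were DMSO wells for no effect and 5 µM unlabelled arrestin peptide for full effect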
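Material – AP2 appendage R879A on GSH beads · Buffer or medium – PBS with 0.05% Tween 20 and 0.1% BSA · Probe or stimulus – fluorescein-tagged arrestin peptide at 50 nM final · Incubation – compound with beads 12 min RT, then probe 1 h RT · Detection – high-throughput flow cytometry of beads, ex 488, em 535 nm · Evaluation – percent response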
Tat export inh: E. coli Tat transport inhibition; E. coli MC4100 TorA-mCherry Tat export, fluorescence; inhibition, % at 10 µM; 0.036% of 340,000 active; AID 488895;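 active means mean replicate inhibition at least 50% and at least half of replicates individually reaching 50%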;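 further: exported cargo escapes ClpAP degradation while cytoplasmic cargo is degraded and loses fluorescence; 0% = median of neutral control wells and 100% = median of NaSCN control wells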
OPRM1-OPRD1 ag: OPRM1-OPRD1 heterodimerization agonism. 0.3% of 340,000 active. P35372+P41143. cells, luminescence. activation, % at 9.3 µM; in the data active means activation above about 18%;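 further: 0% = vehicle-treated cells and 100% = reference agonist; values of inactives mirror those of a sister screen read the other way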
An asterisk follows results filed as active; . = not tested or not shown; + = active, no number.

SMILES	phage Ecoli inh	Mot1-301 SUMO	DSG3 Ab inh	AddAB inh	PfHsp90 set2	PKA-R1A activ	Ecoli viability	OPRM1-OPRD1 inv	Arrestin-AP2 inh	Tat export inh	OPRM1-OPRD1 ag
CCOCCCn1c(=S)[nH]c2cc(C(=O)N3CCOCC3)ccc2c1=O	1.7	-12	102	-0.8	.	7	-4.6	12	28	-2	-2.5
O=C(NCc1cccs1)C1CC(=O)N(C2CCCC2)C1 (centres undefined)	-0.2	-21	104	-0.7	-2	-2	-4.0	-4	-2	-1	0.6
Cc1nn(CCCC(=O)NC2CCC(C)CC2)c(=O)c2nn(-c3ccccc3)c(C)c12 (centres undefined)	2.7	-7	103	1.9	4	-9	-1.4	18	0	5	-3.5
O=[N+]([O-])c1cncc([N+](=O)[O-])c1Nc1cccc(O)c1	-3.5	-15	94	-1.3	-5	-5	1.5	-40	4	-8	8.0
CC1CCCCC1NC(=O)COc1ccc(-n2cnnn2)cc1 (centres undefined)	-1.7	-16	.	4.5	-11	-7	-0.1	7	10	-4	-1.6
O=C(c1cc(=O)[nH]c2ccccc12)N1CCN(c2ccccc2)CC1	0.2	-7	98	1.0	26	6	0.5	16	6	0	-3.1
O=C(Cc1ccccc1)NN=Cc1ccccc1	2.5	.	105	.	-25	6	.	8	10	0	-1.6
Cc1nc(N2CCN(C)CC2)[nH]c(=O)c1Cc1cccc2ccccc12	0.3	2	109	-0.6	.	-14	-2.5	-14	11	-10	2.5
CCC(=O)c1ccc(N2CCN(C(=O)c3cccc(F)c3)CC2)c(F)c1	4.3	-9	104	1.7	-5	-8	1.5	5	8	-12	-0.9
COc1ccc(CCNC(=O)c2cc(S(=O)(=O)N(C)C)ccc2N2CCCC2)cc1	0.6	394	.	3.4	-1	3	-0.9	-9	5	-1	1.3
CCC1/C(=N\O)CC(c2ccco2)NC1c1ccco1 (centres undefined)	3.1	249	99	1.7	-30	2	3.4	8	2	-2	-1.5
COc1ccc2c(CC(=O)OCC(=O)Nc3ccc4c(c3)OCO4)coc2c1	3.8	29	.	2.8	.	1	-0.4	3	0	-2	-0.5
Cc1ccc(-n2c(SCC(=O)NCC3CCCO3)nc3n[nH]c(C)c3c2=N)cc1Cl (centres undefined)	1.5	2	.	2.5	2	-7	0.7	0	-6	2	0.0
Cn1c(Cn2c3ccccc3c3ccccc32)n[nH]c1=S	1.0	-9	.	2.8	4	-1	0.7	-1	-11	2	0.2
O=C(COC(=O)c1cc([N+](=O)[O-])ccc1N1CCOCC1)c1ccc(Br)cc1	2.7	-13	99	1.7	-14	-13	2.2	-11	0	0	1.6
O=C(CSc1nccc(=O)[nH]1)c1ccco1	0.1	6	107	1.7	24	1	-1.8	-2	-30	-2	0.5
O=[N+]([O-])c1cccc(C(=S)N2CCN(c3ccccc3)CC2)c1	1.4	8	103	2.3	-6	-8	3.8	4	39	1	-0.8
O=C(Nc1ccc(F)cc1)N1CCCC(c2nc3c(nnn3Cc3ccccc3Cl)c(=O)[nH]2)C1 (centres undefined)	3.8	-11	99	0.5	-27	1	0.2	5	-6	-3	-0.8
C(=Nc1cccc2c(N=Cc3ccco3)cccc12)c1ccco1	.	-24	95	-3.6	-3	-7	-0.2	-4	20	-7	0.8
O=c1ccc(-c2ccccc2)nn1Cc1ccccc1F	2.8	1	117	.	1	-7	.	18	24	3	-3.8
CC(=O)N1CCN(C(=O)CSc2nnc(C)n2-c2ccccc2)CC1	1.6	-4	101	1.9	20	-1	1.4	10	3	1	-2.1
Cc1cc2cc3c(cc2nc1SCC(=O)Nc1nc(C)c(C)s1)OCO3	-0.7	-5	98	3.1	-10	-6	-1.4	8	-9	5	-1.5
Cc1ccc(NC(=O)Cn2nnc3ccccc32)cc1	6.3	-12	100	5.2	8	.	3.8	.	-5	-9	.
CN(C)CCCN1C(=O)C(O)=C(C(=O)c2cc3ccccc3o2)C1c1ccccn1 (centres undefined)	-1.0	.	108	.	34	-4	.	13	-12	11	-2.5
CCCc1cc(=O)oc2c(C)c(OCC(=O)Nc3ccc(CN4CCOCC4)cc3)ccc12	1.9	1	102	1.2	-7	-6	-1.2	-3	5	1	0.6
C=CCSc1ncccc1C(=O)NCc1ccccc1	.	.	102	-0.2	.	-9	-0.4	11	0	-21	-2.1
C=CCc1ccccc1OCCn1nnc2ccccc21	1.7	-11	110	2.5	2	-6	1.3	11	41	3	-2.2
O=c1cc(N/N=C/c2ccccc2)[nH]c(=O)[nH]1	0.1	-11	.	6.7	10	-4	0.2	3	-16	-1	-0.6
COc1ccc(C(=O)NC(=S)NNC(=O)c2ccncc2)cc1Br	-8.0	-7	96	-4.6	6	-2	-7.9	23	-1	-6	-5.9
CC(C)(O)c1cc(=O)sc2nc3ccccc3n12	4.7	7	.	0.2	-36	2	-2.2	14	-1	1	-2.7
OCC1CCN(Cc2nc(Cc3ccccc3Cl)no2)CC1	2.0	16	101	2.2	12	3	1.2	19	4	2	-4.0
CN(C)S(=O)(=O)c1ccc(NC(=O)C2CC(=O)N(Cc3ccccc3Cl)C2)cc1 (centres undefined)	2.9	0	88	-1.4	18	0	-1.8	4	-1	0	-0.8
CCn1nc(CC(=O)Nc2nnc(CC(=O)N3CCCCC3)s2)c2ccccc2c1=O	3.8	.	115	.	8	-10	.	17	3	1	-2.9
CCCCn1c(N)c(N(CCOC)C(=O)COC(=O)CCOc2ccccc2C)c(=O)[nH]c1=O	1.2	.	112	2.8	.	1	-1.3	19	-9	-7	-3.7
CCCCN(CCCC)CCNC(=O)CN1C(=O)COc2ccc(S(=O)(=O)N3CCOCC3)cc21	-0.9	-4	101	2.0	19	-5	-0.5	16	4	1	-3.1
CC1CCC(C(C)C)C(OCC(O)CNC(C)(C)C)C1 (centres undefined)	1.5	.	101	0.2	11	-3	1.7	-4	-3	-25	0.7
Cc1onc(-c2c(F)cccc2Cl)c1C(=O)Nc1cccc(S(=O)(=O)N2CCOCC2)c1	1.9	-5	95	-1.1	.	-1	0.1	-11	-1	8	2.2
O=C(Nc1cccc2ccccc12)N1CCN(Cc2ccccc2)CC1	3.6	-3	.	3.0	-3	-13	0.4	9	-6	3	-2.2
O=C(c1cc2cc(F)ccc2[nH]1)N1CCN(Cc2ccc3c(c2)OCO3)CC1	1.6	19	101	1.6	-6	6	-1.1	-3	17	-9	0.6
COc1cc(OC)cc(-c2nc(-c3cccs3)no2)c1	-0.5	7	117	0.3	.	7	1.6	6	-3	-1	-1.3
CC(C)NS(=O)(=O)c1ccc(CCC(=O)N2CCc3ccccc3C2)cc1	1.3	-14	93	-0.1	-20	9	2.3	3	2	10	-0.5
N/C(=N\OC(=O)c1cnn(-c2ccccc2)c1C(F)(F)F)c1cc(C(F)(F)F)cc(C(F)(F)F)c1	2.7	-15	110	7.6	14	1	1.5	-14	38	-9	2.7
Cc1nc(C)c(C(=O)NNS(=O)(=O)c2ccccc2)s1	0.7	-22	96	1.6	-35	-3	0.3	7	6	0	-1.0
COCC1CCN(C(=O)c2ccc(OC)c(OC3CCN(C(C)C)CC3)c2)CC1	0.1	15	103	.	10	13	.	4	2	-8	-0.8
CCCNC(=O)C1CCC(CNS(=O)(=O)c2ccc3c(c2)CC(C)N3C(C)=O)CC1 (centres undefined)	-0.6	-15	103	2.4	-13	8	-1.1	19	-1	-11	-3.5
O=S(=O)(c1ccccc1)C1(C2CC(c3ccccc3)=NO2)CC(O)C1 (centres undefined)	-1.3	-12	108	2.7	13	-12	-0.4	16	-1	-9	-2.8
CC(C)(C)c1ccc(NC(=O)COC(=O)c2ccc(CN3CCCC3=O)cc2)cc1	3.0	-6	.	2.3	-11	-1	-0.1	-1	32	7	0.3
CC(OC(=O)c1ccco1)C(=O)NCc1ccc2c(c1)OCO2 (centres undefined)	1.6	16	110	6.3	-10	3	2.1	2	21	-2	-0.3
Cc1ccc(CNC(=O)COC(=O)Cc2ccc(-c3ccccc3)cc2)cc1	3.3	-16	93	3.4	3	-8	1.5	0	-2	-7	0.0
Cc1cc(C)nc(Nc2ccc(C)c([N+](=O)[O-])c2)n1	3.4	-20	100	3.4	-29	11	1.5	-5	8	-7	1.0
CC(C)CC(=O)NC(c1cccs1)c1ccc2cccnc2c1O (centres undefined)	.	-4	106	26*	104*	6	35*	13	12	-4	-2.4
Cc1nc([N+](=O)[O-])cn1CC(=O)c1ccc(OC(F)(F)F)cc1	.	12	103	1.4	1	-8	2.5	9	-7	1	-1.9
O=C(NC(=S)Nc1ccc(N2CCCC2)cc1)c1ccccc1[N+](=O)[O-]	2.0	1	100	0.6	-2	-4	-2.6	-3	5	6	0.6
CNC(=O)C1CC(=O)N(Cc2ccc3c(c2)OCO3)C(=Nc2ccc(F)cc2)S1 (centres undefined)	0.5	11	94	0.5	.	-12	0.3	-1	6	-3	0.2
N#Cc1ccccc1OCC(=O)N1CCN(S(=O)(=O)c2ccc(Cl)cc2)CC1	0.2	4	104	2.3	1	1	0.5	6	-6	0	-1.6
O=[N+]([O-])c1cc(/C=N/OCc2c(Cl)cccc2Cl)ccc1N1CCOCC1	3.1	-11	100	2.5	.	-9	-0.2	-1	2	-8	0.1
COC(=O)c1c(NC(=O)CSc2nnc(-c3ccco3)n2Cc2ccccc2)sc(C)c1C	1.0	73	.	3.6	-31	-7	0.7	12	-9	8	-2.8
CCN(CC)C(=O)c1ccc(COc2ccc(Cl)c(C)c2)o1	-2.2	-16	134	2.5	-22	-6	2.4	7	-23	-7	-1.5
CCc1ccc(N2CC(C(=O)Nc3ccccc3F)CC2=O)cc1 (centres undefined)	-0.2	25	120	-0.5	8	-11	-2.1	9	4	-1	-1.6
Brc1ccc(-c2nc3ncccn3c2NC2CCCCC2)o1	3.0	-2	94	1.8	.	-1	-0.5	0	14	0	-0.1
CSCC(NS(=O)(=O)c1ccc(C)cc1)C(=O)O (centres undefined)	4.2	2	95	-0.9	-17	1	-2.0	7	45	-8	-1.4
CCN(CC)Cc1cc(NC2=NS(=O)(=O)c3ccccc32)ccc1OC(=O)C(C)C	2.6	33	.	-0.6	-62	-1	0.6	0	-5	7	0.0
Cc1ccc(C(=O)NNc2ncnc3c2cnn3C)cc1	0.2	+	104	2.2	5	6	2.3	21	-15	-6	-4.0
